All columns: NCI-60 one-dose screen, growth in % after 48 h at 10 µM unless noted; 100 = growth as untreated, 0 = no growth, -100 = all killed.
SR – SR leukemia cells; 8.7% of 73,000 active; AID 1794780
MCF7 – MCF7 breast cancer; 6.3% of 82,000 active
K-562 – K-562 leukemia; 7.4% of 78,000 active
T-47D – T-47D breast cancer. 5% of 79,000 active
BT-549 – BT-549 breast cancer. 4.4% of 78,000 active
MDA-MB-468 – MDA-MB-468 breast cancer | AID 2202374 | 8.5% of 78,000 active
MOLT-4 – MOLT-4 leukemia cells. 6.9% of 80,000 active
MDA-MB-231 – MDA-MB-231 breast cancer | 5% of 81,000 active | AID 1794789
Numbers without * were called inactive; x = no result given; & = joins results of further samples. How the source made its calls: active means growth percent below 10; inactive means the rest.

mol,SR,MCF7,K-562,T-47D,BT-549,MDA-MB-468,MOLT-4,MDA-MB-231
COc1ccc(-c2nc3cc(C)ccc3n2CC(=O)N=Nc2c(O)[nH]c3ccc(OC)cc23)cc1,-21.1*,-50.3*,-28.5*,-60.0*,-85.4*,-77.1*,-46.2*,-76.3*
CCOC(=O)n1ncc2c(Nc3ccc(NS(=O)(=O)c4ccccc4)cc3)ncnc21,90.9,93.1,89.0,91.2,104.7,81.4,97.7,88.6
CC(C)(COCOCC(C)(C)[N+](=O)[O-])[N+](=O)[O-],103.5,81.3,113.2,103.4,113.7,99.9,116.2,112.8
Cc1cc(C)c2c(n1)nn1c(-c3cc4c(ccc5ccccc54)oc3=O)ccnc21,97.8,92.7,93.0,97.5,107.5,113.0,98.7,97.8
O=C1OC(c2ccccc2)C(O)=C1c1ccccc1 (stereo not drawn),108.8,95.4,110.1,110.6,110.9,108.3,90.1,103.7
Cc1ccc(-c2nc3sc(C)nn3c2-c2nc3cc(Cl)c(F)cc3[nH]2)cc1,65.9,75.2,78.8,87.5,106.9,95.0,71.6,106.9
N#Cc1ccc(-c2ccc(-c3cccs3)o2)cc1F,85.0,26.4,83.7,23.7,78.0,6.9*,66.3,82.2
CCCCC1Nc2nc(OC)n(C)c(=O)c2CN(Cc2ccccc2)C1=O (stereo not drawn),92.5,100.9,108.2,105.6,x,100.4,95.5,97.5
FC(F)(F)c1[nH]ncc1-c1nc2ccc3n[nH]c(C#Cc4cccnc4)c3c2c2c1CCCC2,14.2,33.9,44.6,48.8,10.3,73.9,14.9,51.7
CCCCSc1nc2c([nH]1)c(=O)n(C)c(=S)n2C,87.8,105.8,81.6,89.2,x,115.8,77.0,107.1
COc1ccc(NC(=O)c2sc3ncccc3c2N)cc1,80.8,79.7,93.9,83.9,95.5,111.5,91.9,85.2
C/C(=N\Nc1ccc(C(=O)O)cc1)c1cnn(-c2cc(=O)[nH]c3ccc(C)cc23)c1C,88.6,90.4,100.7,98.9,88.4,83.2,97.8,91.1
COc1ccc(C2=NN(/C=C3\SC(=O)NC3=Nc3ccc(F)cc3)C(c3ccc(F)cc3)C2)cc1 (stereo not drawn),105.8,94.5,94.3,89.7,98.0,100.6,98.4,93.8
N#C/C(=C\c1ccc(Cl)cc1)C(=O)NNc1nc2ccccc2[nH]c1=O,86.9,77.3,92.9,110.1,109.0,103.8,78.2,84.9
C/C(=C(/c1ccc(Cl)cc1)c1ccc(OCCN2CCCCC2)cc1)c1ccccc1,11.2,43.6,13.2,46.7,81.3,90.6,83.4,80.2
Nc1cc(C(=O)Nc2ccc(C3=NCCN3)cc2)ccc1C(=O)Nc1ccc(C2=NCCN2)cc1,105.3,91.3,95.6,98.7,92.4,91.6,96.8,97.8
Cc1ccccc1Cn1cnc2ccc(-c3cc(NC(=O)c4ccc(NC5CCN(C)CC5)cc4)n[nH]3)cc21,52.9,77.1,15.8,92.2,68.2,94.5,43.0,61.3
C1CCC(=NN=C2CCCCC2)CC1,89.0,100.7,90.2,99.7,107.1,103.8,93.4,102.5
CCOC(=O)CCCn1c2c(sc3ncccc32)c(=O)n2nnc(-c3ccccc3)c12,101.9,90.9,113.1,x,110.6,108.0,96.6,84.0
COc1cc(C2c3cc4c(cc3CCN2C)OCO4)cc(OC)c1OC (stereo not drawn),55.5,83.8,73.5,85.0,92.7,102.9,91.4,111.5
CCc1ccc2c(c1)N(CCO)C1=C(C(=O)OC1)C2c1cccc(Cl)c1 (stereo not drawn),20.2,24.5,13.3,52.1,42.1,20.1,17.6,30.8
Cc1cc(Nc2nc(N3CCC(N4CCN(C)CC4)CC3)nc3ccccc23)n[nH]1,25.4,54.5,50.7,92.8,92.9,71.3,29.8,82.6
O=S(=O)(O)c1ccc(N/N=C/c2ccccc2Cl)cc1,x,99.2,95.6,106.2,x,107.2,103.3,117.5
CC(C(=O)c1c([O-])on[n+]1-c1ccccc1)N1CCOCC1 (stereo not drawn),83.3,103.7,106.0,87.1,113.4,114.8,103.9,106.9
COc1ccc(-c2cc(-c3ccccc3)nc(SCCCCCC(=O)NO)n2)cc1,21.9,49.8,26.4,22.7,x,64.8,9.2*,59.2
C=C(CC(=O)OCC(CC)CCCC)C(=O)OCC(CC)CCCC (stereo not drawn),x,98.4,102.6,102.0,112.8,108.8,93.5,106.0
CC(=O)OC[C@H]1OC(Sc2sc(C(=O)c3ccc(Cl)cc3)c(N)c2-c2nc3ccccc3s2)[C@H](OC(C)=O)[C@@H](OC(C)=O)[C@@H]1OC(C)=O (stereo partly drawn),x,82.1,87.7,89.5,98.5,112.2,97.0,56.2
Nc1ccccc1-n1cnc2ccccc2c1=O,87.0,90.9,70.8,88.2,90.2,106.8,85.6,90.3
CC(COC(=O)c1ccccc1)[N+](=O)[O-] (stereo not drawn),102.5,98.1,104.3,110.3,111.0,107.1,95.0,105.5
COc1ccccc1/C=N/Nc1nc2ccccc2s1,44.1,58.4,65.7,47.7,116.7,87.2,88.2,66.5

Five compounds from above, limited to MOLT-4, SR and T-47D.
canonical_smiles | MOLT-4 | SR | T-47D
Cc1ccc(-c2nc3sc(C)nn3c2-c2nc3cc(Cl)c(F)cc3[nH]2)cc1 | 71.6 | 65.9 | 87.5
O=S(=O)(O)c1ccc(N/N=C/c2ccccc2Cl)cc1 | 103.3 | x | 106.2
CC(C)(COCOCC(C)(C)[N+](=O)[O-])[N+](=O)[O-] | 116.2 | 103.5 | 103.4
COc1ccc(NC(=O)c2sc3ncccc3c2N)cc1 | 91.9 | 80.8 | 83.9
CC(=O)OC[C@H]1OC(Sc2sc(C(=O)c3ccc(Cl)cc3)c(N)c2-c2nc3ccccc3s2)[C@H](OC(C)=O)[C@@H](OC(C)=O)[C@@H]1OC(C)=O (stereo partly drawn) | 97.0 | x | 89.5

Four compounds picked at random from those above, as already listed:
mol,SR,MCF7,K-562,T-47D,BT-549,MDA-MB-468,MOLT-4,MDA-MB-231
CC(C(=O)c1c([O-])on[n+]1-c1ccccc1)N1CCOCC1 (stereo not drawn),83.3,103.7,106.0,87.1,113.4,114.8,103.9,106.9
CC(C)(COCOCC(C)(C)[N+](=O)[O-])[N+](=O)[O-],103.5,81.3,113.2,103.4,113.7,99.9,116.2,112.8
C/C(=N\Nc1ccc(C(=O)O)cc1)c1cnn(-c2cc(=O)[nH]c3ccc(C)cc23)c1C,88.6,90.4,100.7,98.9,88.4,83.2,97.8,91.1
Cc1cc(Nc2nc(N3CCC(N4CCN(C)CC4)CC3)nc3ccccc23)n[nH]1,25.4,54.5,50.7,92.8,92.9,71.3,29.8,82.6

Next entries follow:
mol,SR,MCF7,K-562,T-47D,BT-549,MDA-MB-468,MOLT-4,MDA-MB-231
O=[N+]([O-])c1ccccc1Sc1cccc(Sc2ccccc2[N+](=O)[O-])n1,102.0,96.4,58.6,49.1,72.0,14.0,67.1,75.6
Cc1ccc2nc(-c3ccc(-n4on4-c4ccc(/C=C/c5ccc(-n6on6-c6ccc(-c7nc8ccc(C)cc8s7)cc6)cc5S(=O)(=O)O)c(S(=O)(=O)O)c4)cc3)sc2c1,112.6,110.5,99.2,95.5,113.5,114.0,93.9,132.7
S=C1CC2CCCC(C2)N1 (stereo not drawn),x,105.9,103.7,102.5,106.7,x,109.9,108.4
Cc1ccc(Cl)cc1N1CCN(CCCNC(=O)C2CCN(c3nc4ccccc4[nH]3)CC2)CC1,84.8,91.4,94.7,98.0,95.6,98.7,96.6,93.5
O=c1oc2ccccc2cc1-c1csc(N=Nc2c(O)[nH]c3ccc(Cl)cc23)n1,96.3&102.4,81.4&93.5,104.4&98.7,93.6&98.8,104.0&99.0,94.5&106.2,109.2&105.1,113.4&101.7
COc1cc(Cl)cc(-c2nn(C(=O)NS(=O)(=O)c3ccc(Cl)cc3)cc2-c2ccncc2)c1,80.5,102.0,82.2,90.8,41.2,83.7,76.2,56.8
CCC/C=C/C=N/NC(=S)NC1CCCCC1,95.8,93.7,89.5,85.5,102.0,97.5,97.2,94.3
O=c1oc2ccc(-c3ccc(F)cc3F)cc2c(=O)n1-c1ccc(F)c(F)c1,27.5,2.0*,10.8,9.1*,-2.0*,-10.8*,6.4*,7.8*
Cc1cc(-c2ccc(N=Nc3c(S(=O)(=O)O)cc4cc(S(=O)(=O)O)cc(N)c4c3O)c(C)c2)ccc1N=Nc1c(S(=O)(=O)O)cc2cc(S(=O)(=O)O)cc(N)c2c1O,119.4,86.2,105.6,121.1,104.7,98.2,95.8,94.3
CC(=O)OCC(=O)[C@H]1CC[C@H]2C3=CC=C4C[C@@H](OC(C)=O)CC[C@]4(C)C3=CC[C@]12C,112.2,124.2,100.1,95.3,109.5,102.3,113.3,110.5
COc1c(N2CC3CCCNC3C2)c(F)cc2c(=O)c(C(=O)N/N=C/c3ccc(F)cc3)cn(C3CC3)c12 (stereo not drawn),-24.6*,75.9,18.9,96.1,84.8,84.4,63.1,82.3
CN1CC=C(c2cc(NC(=O)Nc3ccc(Oc4ccnc(NC(=O)C5CC5)c4)c(F)c3)cc(C(F)(F)F)c2)CC1,-18.3*,-17.1*,-12.2*,-0.2*,-11.2*,-30.3*,-4.0*,-11.8*
CCCCCCCC(N)=O,93.9,101.4,107.3,105.5,x,113.7,101.3,105.5
COC(=O)c1cncc(C(=O)Nc2ccc(-n3cnc4ccccc43)cc2)c1,75.4,84.7,94.5,74.8,96.1,100.5,90.2,94.0
Cc1ccc2c(c1)/C(=N\N=C/c1cn(C(C)C)c3ccccc13)C(=O)N2,-9.8*,8.5*,22.1,24.9,x,7.4*,-10.0*,50.5
COc1ccc(C2=NN(c3ccccc3)C(c3ccc(OCc4ccccc4)c(OC)c3)C2)cc1OC (stereo not drawn),x,84.8,x,89.4,x,104.8,x,100.9
CNC(=O)c1cc(Oc2ccc3nc(NC(=O)Nc4ccc(N5CCC(N(C)C)CC5)cc4)sc3c2)ccn1,0.6*,67.7,2.1*,78.1,98.7,76.3,61.4,85.6
CCOC(=O)/C=C1\S/C(=N\Nc2cc(=O)[nH]c3ccc(C)cc23)N(Cc2ccccc2)C1=O,91.4,94.0,99.1,86.9,97.8,105.7,112.2,100.2
O=[N+]([O-])c1cc(Br)cc2c1[nH]c1ccc(Br)cc12,77.2,45.8,55.5,42.9,x,70.3,77.1,58.4
COc1cc(/C=C/C(=O)/C=C(O)/C=C/c2ccc(OC(=O)c3csc4ccccc34)c(OC)c2)ccc1OC(=O)c1csc2ccccc12,102.5,97.6,109.5,95.9,106.1,99.6,111.9,103.1
CC(=O)CC(=O)Nc1cccc(Br)c1,106.1,97.5,119.4,111.6,106.9,110.6,100.0,90.7
COc1ccc(C(=O)Nn2c(NCC(=O)N3c4ccccc4Sc4ccccc43)nnc2-c2ccc(O)cc2)cc1,x,111.4,114.1,106.1,96.5,106.7,110.4,101.2
CC(=O)O[C@]1(C)CC[C@H]2[C@H](CNCCc3ccc(Cl)cc3)C(=O)O[C@@H]2C2=C(C)C(=O)C[C@H]21,81.4,68.4,79.4,92.3,108.4,47.3,71.0,90.5
COc1cc(C(=O)O)nc(SC)n1,90.4,96.7,97.9,106.3,114.3,93.3,99.0,96.7
O=C1CCCN1C(O)CCN(Cc1ccccc1)Cc1ccc(Cl)cc1 (stereo not drawn),83.0,94.1,x,99.6,105.2,113.3,89.9,111.5
CC[C@H]1OC(=O)[C@H](C)[C@@H](O[C@H]2C[C@@](C)(OC)[C@@H](O)[C@H](C)O2)[C@H](C)[C@@H](O[C@@H]2O[C@H](C)C[C@H](N(C)C)[C@H]2O)[C@](C)(OC)C[C@@H](C)C(=O)[C@H](C)[C@@H](O)[C@]1(C)O,x,x,111.0,109.1,108.1,95.9,91.7,95.4

Record cards, as listed above. Order of screens: SR	MCF7	K-562	T-47D	BT-549	MDA-MB-468	MOLT-4	MDA-MB-231
`S=C1CC2CCCC(C2)N1` (stereo not drawn) in the list: x	105.9	103.7	102.5	106.7	x	109.9	108.4
`CCC/C=C/C=N/NC(=S)NC1CCCCC1` in the list: 95.8	93.7	89.5	85.5	102.0	97.5	97.2	94.3

Screening data as filed in PubChem BioAssay.
